# D1 ag: Allosteric Agonists of the Human D1 Dopamine Receptor: qHTS; HEK293 T-REx D1 cells, calcium flux, agonist mode; activation, % at 2 µM; 360,000 tested, 1% active; in the data active = activation above about 30%; also: 0% is about no effect
#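 Agonism was scored from calcium flux recorded over 180 s (1 read/s) after pintool compound addition, following a 10-cycle baseline. Cells were inducible force-coupled HEK293 TREx D1, plated overnight at 30 C and loaded with no-wash calcium dye.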
# RXFP1 agonist: qHTS Assay for Agonists of the Relaxin Receptor RXFP1 | HEK293T-RXFP1 cAMP TR-FRET, 30 min; response scale: percent of porcine relaxin response, buffer zero | 370,000 tested, 0.3% active | Potency, µM (doses to about 57.5 µM), inactives show at the top dose activation, most hits filed as activators; also: potency is read from the fitted curve at half-maximal effect; % is scaled to controls: 0 for no effect and ±100 for the full control effect; nearly all actives have a fitted effect of over 60% in size; many of its hits are not listed in these tables
#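 HEK293 cells stably expressing RXFP1, treated 30 min at 37C with compounds plus PDE4 inhibitor Ro 20174; cAMP measured by HTRF TR-FRET. Normalized to buffer and 29 nM porcine relaxin; EC50 by Hill fit.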
# LDHA block: qHTS assay for inhibitors of human lactate dehydrogenase. purified LDHA, NADH/diaphorase-resazurin fluorescence; hits give low values. activity change, % (values are at about 110 or 230 µM). 480,000 tested, 0.15% active. AID 1347041, 2019; in the data active = activity change below about -30%; inconclusive = mostly about -25% to -30%;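 also: plate controls were DMSO wells for no effect and wells without enzyme for full effect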
#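 Human LDH5 at 2 nM final in Tris HCl pH 7.4 with 0.06 mM NADH and 0.2 mM pyruvate, reacted 5 minutes at room temperature. Remaining NADH coupled via diaphorase/resazurin; resorufin fluorescence read at 0 and 20 minutes, normalized to enzyme-free and DMSO wells.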
# D2 potentiator: HTS Assay for Positive Allosteric Modulators of the Human D2 Dopamine Receptor: Primary Screen for Potentiators | 340,000 tested, 0.34% active | potentiation, % at 10 µM | D(2) dopamine receptor (Homo sapiens), P14416 | HEK293 T-REx D2, calcium flux, EC20 dopamine potentiation;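 active = potentiation over 3 SD above the plate norm, cut at about 30% in these data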; also: 0% is about no effect
# Target sequence (P14416 whole entry, looked up): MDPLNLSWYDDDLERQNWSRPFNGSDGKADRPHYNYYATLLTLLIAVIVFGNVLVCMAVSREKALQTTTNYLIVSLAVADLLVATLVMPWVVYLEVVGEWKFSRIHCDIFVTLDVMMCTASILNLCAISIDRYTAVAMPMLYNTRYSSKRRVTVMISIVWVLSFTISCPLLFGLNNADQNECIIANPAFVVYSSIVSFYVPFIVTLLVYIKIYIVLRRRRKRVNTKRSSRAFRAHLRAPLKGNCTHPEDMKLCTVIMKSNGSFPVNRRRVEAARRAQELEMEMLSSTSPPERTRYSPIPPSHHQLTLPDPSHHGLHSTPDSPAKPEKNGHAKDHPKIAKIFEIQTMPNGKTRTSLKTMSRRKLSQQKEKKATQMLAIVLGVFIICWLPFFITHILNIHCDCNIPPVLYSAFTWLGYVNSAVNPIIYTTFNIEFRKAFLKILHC
#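 Using a no-wash calcium dye in inducible, force-coupled HEK293 Trex cells expressing D2, we tracked fluorescence each second for 180 s after compound, then for 180 s after EC20 dopamine to detect augmented signalling.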
# D1 antagonist: Antagonist of Human D 1 Dopamine Receptor: qHTS | D(1A) dopamine receptor (Homo sapiens), P21728 | HEK293 TREx D1 cells, calcium flux, dopamine EC80; hits give low values | activity change, negative = inhibition, % at 10 µM | 360,000 tested, 3.2% active; in the data active = activity change below about -30%; also: % is scaled to controls: 0 for no effect and ±100 for the full control effect
#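 Allosteric or orthosteric antagonism assessed as attenuation of the calcium response to EC80 dopamine, added 180 s after compound, in induced HEK293 Trex D1 cells loaded with no-wash calcium dye.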
# Vif-A3F inh: qHTS for Inhibitors of Vif-A3F Interactions: qHTS | HeLa A3F-eYFP + Vif (tagged APOBEC3F with the HIV-1 protein that degrades it), YFP fluorescence increase | AID 602313, 2012 | Potency, µM (doses to about 46.1 µM), inactives show at the top dose activity, negative = active | 390,000 tested, 0.2% active; also: potency is read from the fitted curve at half-maximal effect; % of control where 0% means no effect; nearly all actives have a fitted effect of over 65% in size
#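 Fluorescence increase (Ex 488/Em 500-530) after overnight compound treatment at 37 deg C flags inhibition of Vif-driven A3F-eYFP loss in stable HeLa A3F-eYFP/Vif cells seeded overnight beforehand.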
# Vif-APOBEC3G blk: qHTS for Inhibitors of Vif-A3G Interactions: qHTS. DNA dC->dU-editing enzyme APOBEC-3G (Homo sapiens), Q9HC16. HeLa A3G-eYFP + Vif (tagged APOBEC3G with the HIV-1 protein that degrades it), YFP fluorescence, overnight. Potency, µM (highest dose often 46.1 µM), without a hit: top-dose activity, negative = active, hits mostly inhibitors. 410,000 tested, 0.076% active. AID 602310, 2012;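 also: potency is read from the fitted curve at half-maximal effect; % is scaled to controls: 0 for no effect and ±100 for the full control effect; nearly all actives have a fitted effect of over 60% in size; hits raise eYFP signal because A3G escapes Vif-driven loss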
# Target sequence (Q9HC16 whole entry, looked up): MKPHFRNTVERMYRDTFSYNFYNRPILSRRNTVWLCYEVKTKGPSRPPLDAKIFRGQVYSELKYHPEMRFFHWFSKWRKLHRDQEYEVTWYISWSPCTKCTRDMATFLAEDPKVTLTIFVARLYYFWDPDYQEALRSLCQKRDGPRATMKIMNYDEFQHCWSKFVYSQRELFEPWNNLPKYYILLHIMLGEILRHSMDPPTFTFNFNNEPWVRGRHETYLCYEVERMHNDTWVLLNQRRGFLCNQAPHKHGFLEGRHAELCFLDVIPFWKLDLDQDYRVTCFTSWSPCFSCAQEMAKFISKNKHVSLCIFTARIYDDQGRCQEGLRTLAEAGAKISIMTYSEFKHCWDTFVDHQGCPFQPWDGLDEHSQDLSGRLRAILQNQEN
#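 HeLa cells stably expressing Vif and C-terminally eYFP-tagged A3G, seeded overnight at 37 deg C, then exposed to compound by pintool overnight at 37 deg C. Rise in yellow fluorescence (Ex 488/Em 500-530, Acumen) marks blocked Vif-driven A3G degradation.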
# GRP78 ERSR act: qHTS for Inducers of the Endoplasmic Reticulum Stress Response (ERSR) in Human Glioma: qHTS; U87-MG GRP78 promoter luciferase reporter, 16 h; Potency, µM, without a hit: top-dose activation, usual class: activators; 420,000 tested, 0.02% active; AID 602332, 2012; also: potency is read from the fitted curve at half-maximal effect; series mostly up to about 76 µM; % of control where 0% means no effect; nearly all actives have a fitted effect of over 35% in size
#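 Stably transfected U87-MG human glioma cells carrying a GRP78-based luminescent sensor were seeded at 1000 cells/well, pin-dosed with compounds and incubated 16 h. Luciferase reagent was then added, and end-point luminescence was read after 10 min at room temperature.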
# D1 potentiator: Potentiators of Human D1 Dopamine Receptor: qHTS | 360,000 tested, 0.036% active | potentiation, % at 10 µM | D(1A) dopamine receptor (Homo sapiens), P21728 | HEK293 TREx D1 cells, calcium flux, dopamine EC20 potentiation; in the data active = potentiation above about 30%; also: 0% is about no effect
# The depositor's hits bear a star; ? = inconclusive; . = not tested or not shown; & = joins results of further samples. Unless noted, calls follow the shape of the dose curve; as a rule, active = well fitted curve in the direction sought with a large enough effect; inconclusive = small, poorly fitted or top-dose-only effect, or another doubt; inactive = no such curve, though single readings can be large; an effect the other way counts as inactive or inconclusive.
SMILES,D1 ag,RXFP1 agonist,LDHA block,D2 potentiator,D1 antagonist,Vif-A3F inh,Vif-APOBEC3G blk,GRP78 ERSR act,D1 potentiator
CC1CC(C)CN(C(=O)c2cc(S(=O)(=O)N3CCCCC3)ccc2Cl)C1 (stereo not drawn),1,-1.5%,1,-6,18,2%,1%,-4%,-4
Cc1ccc2nc3c(cc(C(=O)NCc4ccco4)c(=N)n3C(C)C)c(=O)n2c1,2,3.8%,-3,-5,8,-9%,4%,-4%,-2
O=C(Nc1cccnc1)c1ccc(N2CCCC2)c([N+](=O)[O-])c1,0,3.3%,-4,10,-9,-7%,-7%,2%,-3
COc1ccc(-c2cc(C)no2)cc1S(=O)(=O)NCc1ccco1,5,-0.2%,-5,0,9,7%,-20%,-1%,-1
CCOC(=O)C1(Cc2ccccc2C)CCCN(C(=O)CCC(=O)OC)C1 (stereo not drawn),-4,-0.6%,-2,-7,19,1%,0%,-1%,-9
COC(=O)/C(=C\Nc1ccc(Cl)cc1Cl)NC(=O)c1ccc(Cl)cc1Cl,3,1.5%,-6,-2,-6,-3%,?,-1%,-3
CC(C)C1C(=O)N(Cc2cn(Cc3ccco3)nn2)CCS(=O)(=O)N1Cc1ccc(-c2ccc(F)nc2)cc1 (stereo not drawn),.,.,-14,.,.,-4%,0%,-4%,.
CC(C)S(=O)(=O)C1=NSC2=NC(=O)/C(=C\c3ccc(-c4cccc(C(=O)O)c4)o3)C(=N)N21,22,0.0%,-1,4,3,-7%,-2%,-1%,10
O=C(COC(=O)c1ccccn1)NC1CCCCC1,2,0.2%,2,2,-16,2%,2%,-1%,-7
CC(C)(C)NC(=O)NC(=O)C[n+]1ccc(Cc2ccc([N+](=O)[O-])cc2)cc1,1,0.8%,5,-12,5,-1%,2%,-4%,5

# Overlap with the part before: four compounds, followed by the next part.
SMILES,D1 ag,RXFP1 agonist,LDHA block,D2 potentiator,D1 antagonist,Vif-A3F inh,Vif-APOBEC3G blk,GRP78 ERSR act,D1 potentiator
CC(C)C1C(=O)N(Cc2cn(Cc3ccco3)nn2)CCS(=O)(=O)N1Cc1ccc(-c2ccc(F)nc2)cc1 (stereo not drawn),.,.,-14,.,.,-4%,0%,-4%,.
CC(C)S(=O)(=O)C1=NSC2=NC(=O)/C(=C\c3ccc(-c4cccc(C(=O)O)c4)o3)C(=N)N21,22,0.0%,-1,4,3,-7%,-2%,-1%,10
O=C(COC(=O)c1ccccn1)NC1CCCCC1,2,0.2%,2,2,-16,2%,2%,-1%,-7
CC(C)(C)NC(=O)NC(=O)C[n+]1ccc(Cc2ccc([N+](=O)[O-])cc2)cc1,1,0.8%,5,-12,5,-1%,2%,-4%,5
O=S(=O)(NC1CCCC1)c1cccc(-c2nnc(-c3ccccc3)o2)c1,9,-0.6%,-12,13,-12,-2%,-9%,1%,4
Cc1cccc(C2C3=C(Nc4[nH]n(-c5ccccc5)c(=O)c42)c2ccccc2C3=O)c1 (stereo not drawn),-1,-2.5%,-17,.,3,2%,-4%,-1%,5
COc1ccc(-c2noc(CN3C(=O)c4ccccc4C3=O)n2)cc1,-1,2.5%,-1,14,9,1%,0%,-2%,0
COc1ccccc1Oc1ccc(N2CC(C(=O)OCC(=O)c3ccc(F)cc3)CC2=O)cc1 (stereo not drawn),5,0.0%,-1,1,4,1%,0%,-5%,-6
CCc1ccc2nc(N3CCN(C)CC3)c(C#N)cc2c1,1,4.5%,-1,-10,-22,-4%,-5%,7%,-9
O=C(Nc1nnc(-c2ccc(Cl)cc2)o1)c1nc2ccccc2s1,-1,0.3%,-8,-10,7,0%,0%,-2%,0
Cc1ccc(C)c(Nc2nnc(-c3ccc(C)c(S(=O)(=O)NCC4CCCO4)c3)c3ccccc23)c1 (stereo not drawn),2,6.3%,-1,-1,-39*,2%,-3%,-2%,0
Cc1ccc(NC(=O)CCC(=O)N2Cc3ccccc3Oc3ncccc32)cc1F,4,-1.9%,-6,-12,-11,5%,-1%,-3%,-2
Cc1cnc(C(=O)OCC(=O)N2c3ccccc3NC(=O)C2(C)C)cn1,2,0.2%,-7&1,1,1,3%,-10%,-3%,-11
O=C(O)C1CCCCC1C(=O)Nc1ccc(S(=O)(=O)N2CCCC2)cc1 (stereo not drawn),1,-1.8%,-8,.,-1,2%,-3%,0%,-4
O=C(COc1ccccc1[N+](=O)[O-])N/N=C/C=C/c1ccco1,2,2.1%,6,10,4,11%,0%,7%,3
O=C(NCc1ccc(F)cc1)c1noc2c1CCCCC2,4,1.2%,4,6,-10,-7%,1%,6%,-2
CS(=O)(=O)N(CC(=O)N1CCCCCC1)c1cccc(Br)c1,4,-0.4%,-11,-1,4,-6%,1%,-3%,5
CCCCNC(=O)C1(N2C(=O)c3ccccc3C2=O)CCCC1,.,.,-4,.,.,-10%,-5%,-4%,.
COc1ccc(CNC(=O)COC(=O)c2ccc3ccccc3n2)cc1,.,.,-2,.,.,-2%,-4%,-2%,.
COc1cc(/C=C2/SC(=S)N(CCC(=O)Nc3ccccc3)C2=O)cc(OC)c1OC,29,1.2%,-1,21,0,11µM*,?,-4%,-5
Cc1onc(-c2c(Cl)cccc2Cl)c1C(=O)N[C@@H]1C(=O)N2[C@@H]1SC(C)(C)[C@@H]2C(=O)O,1&2,0.9%&-0.1%,-14&-3,-4&-1,11&-27,2%&0%,-2%&3%,-3%&0%&-1%,1&-2
O=C(O)CCCn1c(=S)[nH]c2c(sc3ccc([N+](=O)[O-])cc32)c1=O,2,2.2%,-3,7,-6,5%,2%,-3%,-8
CCCN1Cc2cccc(C(=O)Nc3ccc(CN4CCCC4)cc3)c2C1=O,0,-0.2%,-4,-5,-4,-3%,3%,-2%,0
CCC1CCCCN1C(=O)c1cc(S(=O)(=O)N2CCOCC2)ccc1C (stereo not drawn),.,.,-5,.,.,1%,4%,0%,.

# Compound profiles, from the list above. Values in the order: D1 ag, RXFP1 agonist, LDHA block, D2 potentiator, D1 antagonist, Vif-A3F inh, Vif-APOBEC3G blk, GRP78 ERSR act, D1 potentiator
# Results for O=C(COC(=O)c1ccccn1)NC1CCCCC1 → 2, 0.2%, 2, 2, -16, 2%, 2%, -1%, -7
# Results for CC1CC(C)CN(C(=O)c2cc(S(=O)(=O)N3CCCCC3)ccc2Cl)C1 (stereo not drawn) → 1, -1.5%, 1, -6, 18, 2%, 1%, -4%, -4
# Results for CC(C)S(=O)(=O)C1=NSC2=NC(=O)/C(=C\c3ccc(-c4cccc(C(=O)O)c4)o3)C(=N)N21 → 22, 0.0%, -1, 4, 3, -7%, -2%, -1%, 10
# Results for CCCCNC(=O)C1(N2C(=O)c3ccccc3C2=O)CCCC1 → ., ., -4, ., ., -10%, -5%, -4%, .

# Carrying on.
SMILES,D1 ag,RXFP1 agonist,LDHA block,D2 potentiator,D1 antagonist,Vif-A3F inh,Vif-APOBEC3G blk,GRP78 ERSR act,D1 potentiator
CCOc1ccc(NC(=S)Nc2ccc(OC(F)(F)F)cc2)cc1,0,0.4%,-10,-1,7,-6%,3%,-1%,-6
CCC(=O)N1c2ccc(S(=O)(=O)CCC(=O)N3CCN(c4cc(C)ccc4C)CC3)cc2CC1C (stereo not drawn),8,-0.1%,-7,10,-5,-4%,2%,-1%,0
CCOC(=O)N1CCN(C(=O)COc2ccc(S(=O)(=O)NCC(C)C)cc2C)CC1,3,-1.1%,-1,0,-4,-7%,-1%,-5%,-5
O=C(NCC(c1ccco1)N1CCc2ccccc2C1)C(=O)Nc1ccc(F)cc1F (stereo not drawn),6,0.5%,-2,-4,-14,-10%,-1%,-4%,-8
Cc1cc2c(cc1S(=O)(=O)N1CCOCC1)NC(=O)CO2,1,1.9%,-5,.,1,?,0%,-6%,-5
COc1cccc2c1cc1c(=O)n(CC(=O)N3CCN(c4cccc(Cl)c4)CC3)nc(C)n12,0,0.9%,-5,2,-3,0%,1%,-3%,4
CCC1(CC)NC(=O)N(CC(=O)OCC(=O)NC(=O)c2ccccc2)C1=O,1,1.1%,-9,13,-13,-19%,3%,-5%,0
N=c1ncn(Cc2ccccc2)c2nc(SCCOc3ccccc3)[nH]c12,2,-1.5%,-8,15,8,0%,2%,-5%,2
COCCn1c(SCC(N)=O)nc2c(c1=O)SC(C)C2 (stereo not drawn),2,1.1%,-4,3,-7,-3%,1%,-4%,-1
Cc1ccc(NC(=S)N(C)N)cc1Cl,2,1.4%,-2,9,-8,-16%,-12%,5%,19
CCN(CC(=O)Nc1c(F)cccc1F)C(=O)c1cc(S(=O)(=O)N(CC)CC)ccc1N1CCCCC1,2,0.1%,0,-3,-9,1%,-2%,-1%,-7
CC1Cc2ccccc2N1C(=O)CN1C(=O)COc2ccccc21 (stereo not drawn),4,1.7%,-7,-3,-1,3%,0%,-6%,8
O=C(C1=NN[C@@H]2C(=O)N(Cc3ccccc3)C(=O)[C@H]12)c1ccc([N+](=O)[O-])cc1,4,4.5%,2,9,3,-10%,1%,-3%,-3
O=c1c(/C=N/OCc2ccc(Cl)cc2Cl)c[nH]n1-c1cccc(Cl)n1,12,-0.1%,-20,0,3,2%,2%,-3%,4

# Compound activity deposited in PubChem BioAssay by National Center for Advancing Translational Sciences (NCATS).

# These rows are one share of the data; the hit share may differ from the screen's.
